# K1F lysis inhibition: protection from phage-mediated lysis, alamar blue read-out – E. coli UTI89, K1F phage, bacterial capsule biogenesis inhibitors (AID 488966). E. coli UTI89 K1F phage lysis, alamar blue, 2 h; higher % means a stronger effect. one-dose inhibition, % at 100 µM; IC50 in µM for titrated hits. 340,000 compounds, 0.02% hits;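 active means phage lysis inhibition, versus mean bacterial control, above a set limit; inconclusive means no clear call, values can overlap the other calls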;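 further: capsule biogenesis inhibitors block K1F phage lysis so surviving cells raise fluorescence; higher fluorescence means more inhibition of phage lysis; actives were called in the ten point dose series up to 300 µM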
# TNAP activators: stimulation of alkaline phosphatase TNAP activity – biochemical, luminescent, no phosphate acceptor, uHTS, primary screen (AID 1001); 200,000 compounds, 0.03% hits; purified TNAP, luminescent activation assay, no phosphate acceptor; higher activation fold means a stronger effect; one-dose activation fold at 20 µM; EC50 in µM for titrated hits; in the data active means activation fold from about 3, or a potency from the dose series; inactive means the rest, 99 in 100 with activation fold below about 1.6; further: many of its hits are not listed in these tables
# M1AAP inhibition: P. falciparum M1AAP inhibitors, biochemical, fluorogenic H-Leu-NHMec substrate, 1536-well (AID 1445). recombinant M1AAP, H-Leu-NHMec fluorogenic kinetic assay; higher % means a stronger effect. one-dose inhibition, % at 30 µM; IC50 in µM for titrated hits. 220,000 compounds, 0.42% hits;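 active means primary inhibition above the hit cutoff, then over 50% inhibition at one or more dose response concentrations, cut at about 23% in these data, passing the limit was not always enough; inconclusive means conflicting primary data, or primary hits not chosen for dose response; inactive means low primary inhibition, or under 50% at every dose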;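 further: plate controls were DMSO full reaction for no effect and no enzyme background for full effect; strong numbers were not always called active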
# M17LAP inhibition: P. falciparum M17LAP inhibitors, primary screen, biochemical, fluorogenic H-Leu-NHMec substrate, 1536-well (AID 1619); recombinant M17LAP, H-Leu-NHMec fluorogenic kinetic assay; higher % means a stronger effect; inhibition, % at 30 µM, or IC50 in µM where a hit was titrated; 220,000 compounds, 0.38% hits;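 active means compound inhibiting the enzyme by more than half at any dose during confirmatory dose-response retesting; inconclusive means strong single-dose inhibitors picked by rank but not retested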;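 further: plate controls were full reaction with DMSO carrier for no effect and no enzyme background for full effect; strong numbers were not always called active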
# PMI inhibition: human PMI inhibitors, high substrate, primary screen, biochemical, fluorescence intensity, high mannose 6-phosphate (AID 1220); recombinant PMI enzyme, coupled fluorescence intensity; higher % means a stronger effect; one-dose inhibition, % at 20 µM; IC50 in µM for titrated hits; 190,000 compounds, 0.66% hits
# West Nile antiviral: inhibition of WNV-induced cytopathic effect – cell-based, CPE readout (AID 1621); 290,000 compounds, 0.02% hits; CPE inhibition, % at 10 µM; hits with a dose series show IC50 in µM; West Nile virus-infected cells, CPE inhibition; higher % means a stronger effect; in the data active means a potency from the dose series; inconclusive means CPE inhibition mostly from about 3.7% at the one dose, without a potency; inactive means the rest, 99 in 100 with CPE inhibition below about 2.2%; further: strong numbers were not always called active
# RSV CPE inhibition: inhibition of RSV-induced cytopathic effect – HEp-2 cells, primary 10 µM value included (AID 2391). HEp-2 cells, RSV-induced CPE inhibition; higher % means a stronger effect. one-dose CPE inhibition, % at 10 µM; IC50 in µM for titrated hits. 310,000 compounds, 0.13% hits; in the data active means a potency from the dose series; inconclusive means CPE inhibition mostly from about 23% at the one dose, without a potency; inactive means the rest, 99 in 100 with CPE inhibition below about 21%; further: strong numbers were not always called active
# human PMI inhibition: MPI enzyme activity inhibition – biochemical, fluorescence intensity, coupled assay, primary screen (AID 1209); one-dose inhibition, % at 20 µM; IC50 in µM for titrated hits; 190,000 compounds, 0.42% hits; purified PMI enzyme, coupled fluorescence intensity; higher % means a stronger effect;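 further: plate controls were DMSO vehicle for no effect and wells lacking substrate for full effect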
# T cell modulator: modulates CD8 T cell binding to vesicles. 330,000 compounds, 0.068% hits. 2C CD8+ T cell-vesicle binding, flow cytometry; stronger effect = lower value. calls only at 7 µM;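 active means response, share of CD8 T cells binding vesicles, and their 90th percentile fluorescence all below set limits, cut at about 80% in these data, passing the limit was not always enough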
#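 Incubation: binding step 1.5 h, 37 °C, antibody labelling 20 min, ice; system: murine 2C transgenic CD8+ T lymphocytes; technique: cytometric PE anti-B7-1 and Alexa647 anti-CD8 signals after 1% paraformaldehyde fixation; also added: QL9-charged Drosophila Ld/ICAM-1/B7-1 vesicles; control set: naked versus QL9-loaded vesicles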
# T cell modulator vesicle-bound %: second read-out of T cell modulator, no call of its own (marks repeat the call); double positive events, %; measured here: CD8+ vesicle-bound cell fraction;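 binding gate set so that unloaded-vesicle control wells show 10% double positive cells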
# * marks the source's active call; other numbers are inactive results; i = inactive; ? = inconclusive; nt = not tested or not shown; [ ] = dose if it differs, or a comment. Unless noted, no stated cut-off is given here; in the data, active means inhibition above about 50%; inactive means the rest.
SMILES,K1F lysis inhibition,TNAP activators,M1AAP inhibition,M17LAP inhibition,PMI inhibition,West Nile antiviral,RSV CPE inhibition,human PMI inhibition,T cell modulator,T cell modulator vesicle-bound %
Cc1ccccc1Nc1c([N+](=O)[O-])ccc2c1=NC1(CCCCC1)N=2,-0.6%,1,-1.9%,-4.2%,38.7%,-0.2%,-0.8%,19.6%,i,52.0
Cc1cc(C)nc(-n2ncc3c2CCCC3=O)n1,0.2%,1.1,1.0%,4.9%,13.7%,-0.2%,1.6%,3.4%,i,52.7
C#CCOCCOCCOCCNc1nc(N2CCN(C(=O)Cn3cc(CCO)nn3)CC2)nc(N2CCN(C(=O)[C@H]([C@@H](C)O)n3cc(CCCCN)nn3)CC2)n1,2.8%,1.1,2.5%,15.2%,-18.3%,-0.4%,0.4%,-23.9%,nt,nt
O=C(Nc1cnn(Cc2ccc(F)cc2)c1)c1cnn2c(C(F)F)cc(-c3ccccc3)nc12,0.4%,nt,5.3%,4.5%,nt,0.8%,4.4%,nt,i,30.2
Cc1nnc(SCC(=O)NC2CCCCC2)s1,-0.1%,0.9,7.0%,0.1%,-10.2%,-0.4%,0.4%,-10.0%,i,54.3
COCCCN1C(=O)C(=O)/C(=C(/O)c2ccc(S(=O)(=O)N3CCCCC3)cc2)C1c1ccc(F)cc1 (stereo not drawn),-0.2%,nt,nt,nt,nt,0.1%,-0.7%,nt,i,11.3
O=C(NCCN1CCOCC1)C1CC(=O)N(c2ccc(F)c(Cl)c2)C1 (stereo not drawn),-0.2%[50 µM],1.1,2.0%,-3.2%,0.7%,0.1%,0.3%,0.6%,i,39.5
COc1ccc(-c2c(C(F)(F)F)nn(C)c2NC(=O)c2ccco2)cc1,0.0%,nt,6.0%,-5.8%,nt,-0.1%,2.2%,nt,i,58.8
O=C(COC(=O)c1ccc[nH]c1=O)NC1CCCCCCC1,0.1%,1.1,-0.5%,24.0%,6.1%,-0.4%,1.2%,5.9%,i,30.6
COc1ccc(/C=C2\N=C3CCCCCN3C2=O)cc1,0.1%,1.1,7.0%,6.0%,-0.8%,1.1%,1.3%,-3.6%,i,58.8
C/C(=N\NC(=O)CNc1cccc2ccccc12)c1ccccc1,0.1%,1.2,2.1%,2.0%,nt,1.6%,-2.1%,11.2%,i,50.9
Clc1ccc(N=c2ssnc2Cl)nc1,0.0%,1,6.2%,23.4%,nt,-0.3%,?,nt,i,1.6
COc1cc(C(=O)Nc2nc(-c3ccc(F)cc3)cs2)ccc1OCC(=O)N1CCOCC1,0.1%,1,0.7%,-5.6%,7.7%,0.5%,5.5%,9.2%,i,59.3
CCOc1cc2[nH]c(=S)n(Cc3ccc(C)o3)c(=O)c2cc1OCC,1.0%,1.1,-2.5%,-8.8%,0.1%,?,0.6%,5.3%,i,11.9
CNC(=O)NC(=O)CSc1ncc(C(F)(F)F)cc1Cl,0.8%,1,1.9%,-1.4%,-3.8%,-0.3%,0.6%,-0.5%,i,24.6
CCCOc1ccc(CSc2ncn[nH]2)cc1,2.4%,1.1,-2.4%,13.9%,0.0%,nt,0.1%,5.7%,i,48.7
Cc1nnc(N2C(=O)C(O)=C(C(=O)c3ccco3)C2c2ccc(F)cc2)s1 (stereo not drawn),-8.2%,1,5.1%,30.2%,-55.2%,0.6%,-0.5%,-20.8%,i,43.7
CC(=O)N1CCC[C@H]1C(=O)O,-0.2%,1.1,4.8%,1.5%,-5.2%,-0.1%,0.7%,-9.7%,i,29.5
COc1ccc(CCNC(=O)C(=O)NCC2OCCN2S(=O)(=O)c2ccc(OC)c(OC)c2)cc1OC (stereo not drawn),-0.9%,nt,nt,nt,nt,-0.3%,1.0%,nt,i,46.0
Cc1cc(C(=O)CSc2nc3ccccc3o2)c(C)n1C1CC1,1.2%,1.1,5.3%,13.0%,15.8%,-0.3%,10.1%,22.0%,i,4.9
Cn1c(=O)c([N+](=O)[O-])c(NC2CCS(=O)(=O)C2)c2ccccc21 (stereo not drawn),-2.1%,nt,2.8%,11.5%,nt,0.4%,1.5%,nt,i,62.3
COc1ccc(OC)c(NC(=O)CSc2nc3n[nH]c(C)c3c(=N)n2-c2cccc(Cl)c2C)c1,0.4%,nt,nt,nt,nt,-0.8%,19.7%,nt,i,9.3
O=C(O)CSc1nc2sc3c(c2c(=O)n1-c1ccccc1)CCC3,0.2%,nt,nt,nt,nt,0.1%,-1.8%,nt,i,32.2
O=C(/C(=C/c1ccccc1)n1cncn1)c1ccc(Cl)cc1Cl,2.5%,1.1,1.7%,-1.0%,-0.9%,-0.8%,3.7%,7.1%,i,28.4
Cc1ccc(C(C(=O)NC2CCCC2)N(C(=O)CNC(=O)c2cccs2)c2cccnc2)o1 (stereo not drawn),0.3%,1,-0.2%,7.9%,-10.0%,-0.7%,0.7%,-5.5%,i,34.2
# Remaining list, next part.
SMILES,K1F lysis inhibition,TNAP activators,M1AAP inhibition,M17LAP inhibition,PMI inhibition,West Nile antiviral,RSV CPE inhibition,human PMI inhibition,T cell modulator,T cell modulator vesicle-bound %
CCN1C(=O)/C(=C/c2ccc(N3CCCC3)cc2)NC1=S,4.7%,0.7,20.7%,-19.9%,12.4%,-1.3%,2.0%,14.2%,i,63.6
CCOC(=O)c1c(C)sc2c1N(C(=O)CN(CC)CC)c1ccccc1S2,2.2%,1.1,10.9%,1.7%,0.0%,-0.4%,4.4%,-3.0%,i,30.0
COc1ccc(O)c(/C=N/NC(=O)CN2CCS(=O)(=O)CC2)c1,0.1%,nt,nt,nt,nt,0.0%,0.7%,nt,i,35.8
O=C(NCc1nc2ccccc2[nH]1)C1=C[C@@H](c2ccc(C(F)(F)F)cc2)C[C@@H](OCCCCO)O1,0.6%,nt,nt,nt,nt,-0.6%,9.5%,nt,i,36.4
CCc1ccc(OCC(=O)O/N=C(\N)c2ccncc2)c(Br)c1,0.0%,nt,nt,nt,nt,-0.9%,0.6%,nt,i,74.4
COC(=O)c1sccc1NC(=O)Nc1ccccc1C,0.1%,nt,nt,nt,nt,-0.8%,1.2%,nt,i,25.8
COc1ccc(/C=N/n2cncn2)cc1COc1ccc(NC(C)=O)cc1,0.8%,1.1,3.7%,-6.7%,-1.4%,nt,2.8%,0.6%,i,45.1
CCCn1nnnc1SCC(=O)N(C(C)C)C(C)C,-0.8%,1.1,8.5%,-0.3%,-4.6%,0.3%,-0.8%,5.3%,i,38.1
CNC(=S)N1CCC(NC(=O)C(Cc2ccc(OC)cc2)NC(C)=O)CC1 (stereo not drawn),0.6%,nt,nt,nt,nt,0.7%,1.0%,nt,i,57.5
O=C1c2ccccc2C(=O)N1Cc1nc2ccccc2c(=O)n1CCCn1ccnc1,0.5%,0.7,7.4%,0.5%,-5.1%,0.1%,nt,-6.4%,nt,nt
CC(=O)NC(Cc1ccc(C(C)C)cc1)C(=O)NC1CCN(c2nc(C)cc(C)n2)CC1 (stereo not drawn),3.7%,1.1,2.6%,16.1%,10.1%,0.1%,0.5%,7.3%,i,19.2
Cc1ccc(S(=O)(=O)N(C)CCCC(=O)Nc2cc(C)ccc2C)cc1,-0.3%,1.1,-0.1%,8.8%,3.2%,nt,0.9%,7.2%,i,41.2
COC(=O)c1cc(NC(=S)NCc2ccc(Cl)cc2)cc(C(=O)OC)c1,-1.4%,1.1,1.3%,4.7%,8.5%,-1.2%,40.0%,8.5%,i,42.0
COc1ccc(CCNC(=O)c2cc3c(=O)n4ccccc4nc3n(CCN3CCOCC3)c2=N)cc1,0.1%,nt,nt,nt,nt,-0.3%,8.5%,nt,i,23.0
O=C(CN(Cc1ccc(F)cc1)C(=O)CNS(=O)(=O)c1ccc(F)cc1)NCc1ccco1,0.4%,nt,nt,nt,nt,-0.1%,1.0%,nt,i,28.9
CC(=O)Nc1nc2ccccc2n1Cc1ccccc1Cl,0.3%,nt,-6.2%,6.1%,nt,0.1%,-0.3%,nt,i,18.3
Cc1ccc(S(=O)(=O)N2CCN(C(=O)CSc3nc(N)cc(=O)[nH]3)CC2)c(C)c1,-0.6%,1.1,6.0%,2.3%,-2.1%,-0.5%,1.4%,-2.4%,i,47.7
COc1ccc(Nc2nc(C(F)(F)F)nc(C)c2C#N)cc1,0.6%,0.9,6.3%,15.7%,-6.8%,-0.6%,12.0%,-1.4%,i,48.2
CCn1c(SCC(=O)N2CCN(c3ccccc3)CC2)nc2c(c1=O)SC(C)C2 (stereo not drawn),6.7%,1,-1.6%,1.5%,-3.4%,0.1%,-1.3%,-5.4%,i,31.2
C=CCSc1nc2ccccc2c(=O)n1C1CCOC(C)(C)C1 (stereo not drawn),0.0%,nt,0.6%,1.8%,nt,-0.1%,-2.9%,nt,i,19.8
Cc1cc(C(=O)CCl)c(C)n1Cc1ccco1,0.1%,1.1,1.9%,1.7%,-3.0%,0.8%,3.1%,-16.0%,i,41.5
COc1ccc2[nH]cc(CCNC(=O)C3CCCNC3=O)c2c1 (stereo not drawn),0.7%,1.1,3.2%,5.5%,17.1%,0.3%,2.2%,5.2%,i,12.2
COc1cccc(CN2C(=O)[C@@H]3Cc4c([nH]c5ccccc45)C(C)(C)N3C2=O)c1,-0.1%,nt,nt,nt,nt,0.7%,1.1%,nt,i,37.1
CCn1c(=O)c2cc(S(=O)(=O)NCc3ccccc3)ccc2n(CC)c1=O,0.2%,1.1,-1.3%,-15.6%,7.2%,0.1%,-1.8%,4.2%,i,12.7
CCOC(=O)c1cccc(NC(=O)CCNS(=O)(=O)c2ccc3c(c2)CCN3C(=O)CC)c1,-0.9%,1.1,10.4%,2.9%,-3.8%,-0.8%,5.5%,-6.1%,i,21.3
COc1ccccc1NS(=O)(=O)c1cccc(NC(=O)Cc2cccs2)c1,0.1%,0.9,0.7%,5.8%,-0.4%,-1.9%,8.8%,7.6%,i,8.1
Cc1cccc(NC(=O)c2cc3n(n2)C(C(F)(F)F)CC(c2ccc4c(c2)OCO4)N3)c1 (stereo not drawn),12.7%,1.1,9.7%,-3.8%,22.7%,-0.1%,2.4%,25.5%,i,60.5
O=C(CNCc1cccs1)Nc1ccc(N2CCCCCC2)cc1,1.0%,1,-2.1%,12.4%,27.3%,-0.7%,1.0%,11.6%,i,49.8
CCC(=O)c1ccc(N2CCCC2)c(F)c1,1.1%,1.1,12.8%,12.5%,-6.5%,0.2%,5.7%,-4.5%,i,33.7

# Source: PubChem
